VEEV TC-83 Vero – inhibitors of VEEV TC-83 cytopathic effect, confirmation, Vero cells (AID 588727). Vero cells, VEEV TC-83 cytopathic effect inhibition; higher % means a stronger effect. 0.13% of 350,000 active. one-dose inhibition, % at 20 µM; IC50 in µM for titrated hits; in the data active means a potency from the dose series; inconclusive means inhibition mostly from about 14% at the one dose, without a potency; inactive means the rest, 99 in 100 with inhibition below about 12%; further: strong numbers were not always called active
Salmonella PhoP GFP – PhoP regulon inhibitors, Salmonella typhi PhoP promoter GFP reporter, confirmatory (AID 1850); inhibition, % at 50 µM, or IC50 in µM where a hit was titrated; Salmonella Typhi PhoP-promoter GFP reporter, fluorescence, 4 h; higher % means a stronger effect; 0.33% of 310,000 active; in the data active means a potency from the dose series; inconclusive means inhibition mostly from about 25% at the one dose, without a potency; inactive means the rest, 99 in 100 with inhibition below about 19%;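 further: 0% = induced wells with vehicle and 100% = uninduced wells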
M. tuberculosis – growth inhibition of non-replicating M. tuberculosis (AID 488890) | one-dose inhibition, % at 25 µM; IC50 in µM for titrated hits | 0.39% of 320,000 active | Mycobacterium tuberculosis non-replicating, growth inhibition; higher % means a stronger effect; in the data active means a potency from the dose series; inconclusive means inhibition mostly from about 82% at the one dose, without a potency; inactive means the rest, 99 in 100 with inhibition below about 76%;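 further: plate controls were DMSO cells for no effect and high antibiotic wells for full effect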
influenza NS1A – NS1A inhibition, H1N1 influenza, cell based functional assay (AID 504329); 0.3% of 340,000 active; inhibition, % at 12.5 µM; hits with a dose series show IC50 in µM; NS1A functional cell-based assay, percent inhibition; higher % means a stronger effect; in the data active means a potency from the dose series; inconclusive means inhibition above about 27% without an active follow-up result; further: strong numbers were not always called active
H37Rv inhibition – M. tuberculosis growth inhibition, HTS (AID 449762) | M. tuberculosis H37Rv growth inhibition, 7H9 media; higher % means a stronger effect | inhibition, % at 25 µM, or IC50 in µM where a hit was titrated | 0.59% of 330,000 active; in the data active means a potency from the dose series; inconclusive means inhibition above about 70% without an active follow-up result;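 further: bacterial growth assessed after seven days of incubation; strong numbers were not always called active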
VEEV TC-83 Vero 10K pilot screen – further read-out of VEEV TC-83 Vero, marked with its call; inhibition, %; measured here: 10K pilot screen inhibition
Active calls of the source: *; i = inactive; u = inconclusive; x = not tested or not shown. Compounds were not picked by outcome; any-hit rate near 1.4%.

SMILES	VEEV TC-83 Vero	Salmonella PhoP GFP	M. tuberculosis	influenza NS1A	H37Rv inhibition	others
CN(c1ccccc1C(=O)Nc1ccc(S(=O)(=O)N2CCCC2)cc1)S(C)(=O)=O	0.4%	9%	2%	-4%	12%
N#Cc1c(N2CCCCC2)nc(N)c2c(N)nc(SCC(=O)O)cc12	0.1%	3%	-3%	2%	-10%
CC(C)Cc1ccccc1O	x	9%	-1%	x	-2%
CCN(CC(=O)Nc1ccc(C#N)c(Cl)c1)CC(=O)NC1CCS(=O)(=O)C1 (configuration not stated)	2.6%	x	x	7%	x
COc1ccccc1N1N=C(c2ccc([N+](=O)[O-])cc2)CC1c1ccccc1 (configuration not stated)	0.2%	-3%	71%	1%	8%
COc1ccc(-c2csc3nc(-c4ccccc4OC)oc(=O)c23)cc1	u	-4%	76%	1%	<0.2µM*
Cc1noc(/C=C/NCc2cccnc2)c1S(=O)(=O)N(C)CC(=O)N1CCc2ccccc21	2.8%	2%	43%	3%	-5%
O=C(c1cccs1)N1CCN=C1SCc1cccnc1	1.6%	1%	3%	-11%	1%
COC(=O)c1nnn(-c2nc(N3CCOCC3)nc(N3CCOCC3)n2)c1C	0.9%	-4%	-6%	4%	-1%
O=C(CSc1ccccn1)N1CCN(C(=O)CSc2ccccn2)CC1	0.8%	-3%	-5%	8%	-8%
O=C(COC(=O)c1ccc(S(=O)(=O)N2CCOCC2)cc1)NC1CCCCCC1	1.3%	-5%	2%	1%	-5%
CCOc1ccc(/C=N/N2CCN(Cc3ccccc3)CC2)cc1	1.3%	-3%	19%	10%	1%
CCOC(=O)CSc1nnc(NC(=O)c2cccc([N+](=O)[O-])c2)s1	4.0%	-9%	u	-1%	13%
O=C(CCSc1ccc(Cl)cc1)Nc1cccnc1	0.6%	1%	i	-11%	8%
CCOC(=O)c1c(-c2ccccc2)csc1NC(=O)C(C)NCCCN1CCOCC1 (configuration not stated)	5.5%	-3%	63%	9%	3%
CCN(CC)c1ccc(C2CC(=O)NC3=C2C(=O)CC(C)(C)C3)cc1 (configuration not stated)	0.8%	10%	2%	-2%	-8%
C=CCOc1cccc(C(=O)/C=C2/C(=O)Nc3ccccc32)c1	5.9%	3%	65%	19%	u
CCCOc1ccc(C(=O)N/N=C/c2c[nH]c3ccc(Br)cc23)cc1	0.8%	-6%	-5%	7%	2%
O=C(NCc1cccs1)c1ccc2ccccc2n1	0.4%	10%	63%	-12%	0%	VEEV TC-83 Vero 10K pilot screen=0.2
CCOc1ccccc1NC(=O)CN1C(=O)NC(Cc2c[nH]c3ccccc23)C1=O (configuration not stated)	4.4%	x	26%	-10%	10%
CCCn1c(=O)[nH]c(=O)c2c1nc(-c1ccccc1)n2CCN1CCOCC1	2.8%	8%	1%	8%	3%
C=CCN=C(NC#N)SCC(=O)c1cccc(OC)c1	4.4%	-5%	22%	2%	-4%
O=C(O)C1C2C=CC(O2)C1C(=O)Nc1ccccc1C(F)(F)F (configuration not stated)	1.0%	-20%	2%	2%	-1%	VEEV TC-83 Vero 10K pilot screen=0.7
CN1/C(=C\C(=O)CSc2nnc(NCc3ccccc3)s2)C(C)(C)c2ccccc21	i	-4%	27%	0%	-14%
CC(O)(CS(=O)(=O)c1cccc(C(F)(F)F)c1)C(=O)Nc1cccc(C(F)(F)F)c1 (configuration not stated)	i	3%	6%	2%	1%
COc1cc(NC(=O)C(c2ccccc2)c2ccccc2)c(C(=O)O)cc1OC	0.4%	-3%	29%	-2%	8%
Cc1nn(-c2ccc(Cl)cc2)c(=O)c2ccccc12	0.8%	-10%	-3%	13%	6%
Oc1c(C(c2ccccn2)N2CCCCC2)cc(Cl)c2cccnc12 (configuration not stated)	i	20%	x	8µM*	3%
COc1ccc(-c2cccc([C@H]3[C@@H]4C=CC[C@@H](C)[C@@H]4C(=O)N3Cc3ccccc3)c2)cc1	0.1%	x	x	-8%	x
CCOc1ccc(NS(=O)(=O)c2cc(C(=O)N3CCN(C(C)=O)CC3)ccc2Cl)cc1	3.8%	-3%	4%	2%	-2%
Cc1ccc(-c2cnc3cc(C)nn3c2)cc1	2.1%	7%	13%	-11%	0%
Cc1cc2c(cc1S(=O)(=O)Nc1ccc(F)cc1)n(C)c(=O)c(=O)n2C	2.0%	-5%	-27%	11%	-4%
CCOC(=O)N1CCC(C(N)=O)CC1	i	2%	1%	-2%	-8%
COc1ccc(N(C(=O)c2ccco2)C(C(=O)NC2CCCC2)c2cccs2)cc1 (configuration not stated)	2.2%	6%	39%	-2%	-8%
CC(C)N1CC2(c3ccccc3)CN(C(C)C)CC(c3ccccc3)(C1)C2=O	i	12%	8%	4%	-4%
CC(=O)Nc1ccc(OC(=O)N(C)c2ccc(C)cc2)cc1	0.2%	-2%	42%	-4%	12%

The final six entries of the part before lead into the next.
SMILES	VEEV TC-83 Vero	Salmonella PhoP GFP	M. tuberculosis	influenza NS1A	H37Rv inhibition	others
Cc1ccc(-c2cnc3cc(C)nn3c2)cc1	2.1%	7%	13%	-11%	0%
Cc1cc2c(cc1S(=O)(=O)Nc1ccc(F)cc1)n(C)c(=O)c(=O)n2C	2.0%	-5%	-27%	11%	-4%
CCOC(=O)N1CCC(C(N)=O)CC1	i	2%	1%	-2%	-8%
COc1ccc(N(C(=O)c2ccco2)C(C(=O)NC2CCCC2)c2cccs2)cc1 (configuration not stated)	2.2%	6%	39%	-2%	-8%
CC(C)N1CC2(c3ccccc3)CN(C(C)C)CC(c3ccccc3)(C1)C2=O	i	12%	8%	4%	-4%
CC(=O)Nc1ccc(OC(=O)N(C)c2ccc(C)cc2)cc1	0.2%	-2%	42%	-4%	12%
CN(C)CCn1c2c(c(SCC(=O)NCc3ccccc3)nc1=O)CCC2	2.2%	3%	-13%	-4%	-4%
Nc1nc(Br)c2c(F)cccc2c1-c1ccc(Cl)cc1	i	-10%	9%	-18%	-7%
Nc1nc2ccccc2n1/N=C/c1ccc2c(c1)OCO2	1.9%	-6%	u	x	17%
Cc1ccnc(NS(=O)(=O)c2ccc(NC(=O)c3cc(-c4ccc(Br)cc4)nc4ccccc34)cc2)n1	0.9%	6%	-6%	-6%	8%
CCOc1ncccc1C(=O)OCC(=O)NC1CC1	0.9%	2%	-6%	-6%	-5%
O=C(Nc1ccc2c(c1)C(=O)NC2=O)c1cccc(Cl)c1	i	-10%	x	-2%	-3%
Cc1csc(NC(=O)C(CC(C)C)NS(=O)(=O)c2ccc3c(c2)oc(=O)n3C)n1 (configuration not stated)	10.0%	14%	x	-2%	9%
COCCn1c(SCC(=O)NCc2ccccc2)nnc1-c1ccco1	2.1%	-10%	1%	9%	-4%
O=C(CCC1CCCN(Cc2ccc3c(c2)OCCO3)C1)NCc1ccc(F)c(F)c1 (configuration not stated)	i	-2%	7%	-4%	2%
C=CCNC(=S)N1CCc2[nH]c3ccccc3c2C1	1.0%	6%	16%	x	-9%
CC(C)CNC(=O)c1ccc(COc2ccc(Cl)cc2Cl)o1	1.1%	4%	3%	9%	7%
CCN(CC)S(=O)(=O)c1ccc(N2CCOCC2)c(NC(=O)CC(C)(C)C)c1	4.7%	11%	11%	-4%	-4%
CNC(=S)N(CCCO)Cc1cc2cc3c(cc2[nH]c1=O)OCO3	i	3%	-10%	0%	-2%
N#Cc1cc(C(=O)c2cc(Br)ccc2O)cn(C2CCCCC2)c1=O	i	-14%	26%	3%	-4%
CCN(CC(=O)Nc1cc(Cl)ccc1C)C(=O)C1CC1	1.2%	x	-1%	-9%	-3%
CCn1cc(SCC(=O)N2CCc3ccccc32)c2ccccc21	4.9%	5%	5%	-6%	1%
COc1cccc(C(=O)Cn2c(NCCCO)nc3ccccc32)c1	0.5%	5%	0%	-11%	-6%
O=S(=O)(Cc1ccccc1)N1CCN(c2ccccc2)CC1	3.4%	-17%	21%	3%	3%
Cc1ccc(-c2nnc(OCC3CCCO3)c3ccccc23)cc1 (configuration not stated)	1.0%	8%	29%	-8%	10%
COc1ccccc1OCCCC(=O)NCc1ccco1	i	4%	1%	9%	-3%
Cc1c(-c2nc(-c3ccc(C(C)(C)C)cc3)no2)n(C)oc1=O	1.7%	0%	34%	0%	-2%
COc1ccc(SCc2noc(C(=O)NCC3CCCO3)c2C(=O)O)cc1 (configuration not stated)	0.0%	0%	-31%	-7%	-4%	VEEV TC-83 Vero 10K pilot screen=0.4
Cc1ccc(C(=O)OCC(=O)N(C)c2ccccc2)c(C)c1	0.3%	1%	14%	-3%	3%
CCOC(=O)C1=C(COC(=O)CCc2ccc(F)cc2)NC(=O)NC1C (configuration not stated)	1.7%	x	7%	-5%	-6%
CCCS(=O)(=O)c1nc(S(=O)(=O)c2ccc(C)cc2)c(NCCCn2ccnc2)s1	i	-21%	20%	5%	-4%
O=CNC1(c2ccccc2)CCCCC1	i	x	x	4%	x
Cn1c(=O)c(C(=O)c2ccccc2)c(O)c2ccccc21	0.9%	-16%	-7%	x	3%
COc1ccc(Cc2nnc(NC(=O)c3cccs3)s2)cc1	2.8%	0%	-8%	19%	-2%
Cc1cc(NC(=O)COC(=O)C2COc3ccccc3O2)no1 (configuration not stated)	6.0%	-1%	-7%	7%	-5%
Cc1c(NC(=O)c2ccc(Br)s2)c(=O)n(-c2ccccc2)n1C	0.3%	8%	-13%	-3%	1%
COc1cccc(NC(=O)CN(C)C(=O)/C=C/c2cc(OC)ccc2OC)c1	0.5%	-15%	-2%	1%	9%
CCOc1ccc(-c2cc(CCCC(=O)Nc3cc(OC)ccc3OC)no2)cc1	i	-7%	35%	0%	3%
CCOC(=O)N1CCN(S(=O)(=O)N2CCCC(C(=O)NCCCN3CC(C)CC(C)C3)C2)CC1 (configuration not stated)	i	4%	-6%	-5%	6%
CC[C@]12c3[nH]c4ccc(Cl)cc4c3CCN1C(=O)[C@@H](CC(=O)NCCCn1ccnc1)C[C@@H]2C(=O)N1CCN(C(=O)C2CC2)CC1	0.8%	x	x	-9%	x
CCOC(=O)c1c(C)[nH]c(C(=O)CSc2nc(C)cc(C)n2)c1C	8.0%	-12%	39%	4%	0%	VEEV TC-83 Vero 10K pilot screen=3.1
CC(C)C(C)(C#N)NC(=O)CN1C(=O)NC2(CCCc3ccccc32)C1=O (configuration not stated)	6.7%	-10%	14%	-9%	-4%

Next part (2 carried over from the part before).
SMILES	VEEV TC-83 Vero	Salmonella PhoP GFP	M. tuberculosis	influenza NS1A	H37Rv inhibition	others
CCOC(=O)c1c(C)[nH]c(C(=O)CSc2nc(C)cc(C)n2)c1C	8.0%	-12%	39%	4%	0%	VEEV TC-83 Vero 10K pilot screen=3.1
CC(C)C(C)(C#N)NC(=O)CN1C(=O)NC2(CCCc3ccccc32)C1=O (configuration not stated)	6.7%	-10%	14%	-9%	-4%
COc1ccc(CC2(CO)CCN(S(=O)(=O)c3cccc4cccnc34)CC2)cc1	1.3%	-7%	0%	4%	0%
CCOC(=O)CSc1ccc(S(=O)(=O)N(C)C2CCCCC2)cc1[N+](=O)[O-]	0.1%	-7%	72%	-5%	5%
CC(C)n1nc(C(=O)NC2CCCCCC2)c2ccccc2c1=O	0.7%	x	40%	8%	2%
O=C(O)c1ccccc1/C=N/NC(=S)NC1CCCCC1	i	2%	3%	-7%	7%
Cc1ccc(NC(=S)NCC2CCCO2)cc1C (configuration not stated)	1.5%	-6%	12%	13%	-1%
Cc1ccc(NC(=O)c2ccccc2)s1	2.3%	76µM*	1%	12%	-8%	VEEV TC-83 Vero 10K pilot screen=1.4
CC(=O)c1ccc(NS(=O)(=O)c2ccccc2)cc1	0.8%	-6%	-1%	-15%	-13%
O=C(CN1CCc2ccccc21)NC(c1ccccc1)c1ccccc1	0.5%	0%	6%	22%	-1%
COc1ccc(-n2c(SCC(=O)NCC3CCCO3)nc3c(c2=O)SCC3)cc1OC (configuration not stated)	2.7%	2%	-12%	-9%	-7%
COC(=O)C1=C(c2cccc(OCc3ccccc3)c2)C[C@@H]2CC[C@H]1N2C(=O)NCc1ccccc1C(F)(F)F	i	x	-10%	11%	7%
Cc1cccc(C(=O)OCC(=O)c2ccc(CC(=O)N3CCOCC3)s2)c1C	2.1%	x	-3%	3%	8%
C#CCOCCOCCOCCNc1nc(N2CCN(C(=O)CCCCCCCCCCNC(=O)[C@@H](CCC(=O)O)n3cc(CCCCCN)nn3)CC2)nc(N2CCN(C(=O)CCCCCCCCCCNC(=O)[C@H]([C@@H](C)CC)n3cc(CCCCCN)nn3)CC2)n1	3.0%	-8%	44%	14%	-3%	VEEV TC-83 Vero 10K pilot screen=4.5

High-throughput results as filed in PubChem BioAssay.
